# Assay outcomes from PubChem.
# CHO-K1 Ca ag: counter-screen for M1 agonists: effect in parental CHO-K1 cells; Fluo-8 calcium fluorescence; scaled to maximal ATP response, vehicle zero; activation, % at 3 µM; 360,000 tested, 0.48% active; AID 602248, 2012; in the data active = activation above about 15%;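 also: untransfected CHO-K1 host cells lacking M1 receptor as counterscreen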
# TAAR1 agonist: human TAAR1 agonists, primary screen, Fluo-8 calcium fluorescence, CHO RD-HGA16 cells; vehicle wells 0%, saturating PEA agonist 100%; activation, % at 3 µM; 360,000 tested, 0.99% active; AID 624467, 2012;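 active = activation above the mean activation of all test compounds in the run plus 3 SD, cut at about 38% in these data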
# Target sequence (Q96RJ0 whole entry, looked up): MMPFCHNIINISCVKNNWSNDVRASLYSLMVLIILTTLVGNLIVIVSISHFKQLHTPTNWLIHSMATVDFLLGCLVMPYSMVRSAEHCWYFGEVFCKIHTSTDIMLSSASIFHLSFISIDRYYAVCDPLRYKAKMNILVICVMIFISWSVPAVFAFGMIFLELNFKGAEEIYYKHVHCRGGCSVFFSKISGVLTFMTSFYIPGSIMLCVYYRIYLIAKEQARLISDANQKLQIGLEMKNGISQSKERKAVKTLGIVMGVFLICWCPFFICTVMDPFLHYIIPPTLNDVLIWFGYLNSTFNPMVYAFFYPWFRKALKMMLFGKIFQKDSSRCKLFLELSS
#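 System: CHO-derived RD-HGA16 cells with stable Gα16 and human TAAR1. Times: 17-24 h plating, Fluo-8 75 min 37 °C, 30 min RT. Measured by: calcium-sensitive Fluo-8 signal, excitation 470-495, emission 515-575 nm. Read-out basis: % activation relative to PEA EC100 response. Control set: DMSO and PEA EC100. Repeats: no replicates (n 1).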
# CHO parental Ca: ATP-evoked calcium signal inhibitors, parental CHO, primary screen, counter-screen for OX1R antagonist project, cell-based, fluorescence, Fluo-8 calcium dye; AID 463079, 2010; parental CHO-K1, ATP-induced calcium, Fluo-8 fluorescence; 330,000 tested, 0.63% active; inhibition, % at 5.6 µM;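 active = inhibition above that plate's mean sample inhibition plus 3 SD, cut at about 26% in these data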;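 also: 0% = ATP-challenged DMSO wells and 100% = DMSO wells without ATP; some compounds past the cut are filed as inactive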
#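 Assay system – parental CHO cells · Reagent – ATP stimulus · Detection – intracellular calcium via Fluo-8 no-wash fluorescent dye · Evaluation – percent inhibition of ATP-evoked calcium rise, normalized to controls · Controls – ATP wells versus no-ATP DMSO wells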
# CHRM1 antagonist: human M1 muscarinic receptor antagonists, primary screen, CHO-K1 cells, Fluo-8 calcium fluorescence, 1536-well. inhibition, % at 3 µM. 360,000 tested, 1.3% active. AID 588852, 2011. CHO-K1 hM1, ACh EC80 antagonist. Muscarinic acetylcholine receptor M1 (Homo sapiens), P11229;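 active = percent inhibition above its own plate's cutoff, namely the mean of that plate's compound wells plus 3 SD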;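 also: peak over basal fluorescence ratio during 140 s after agonist addition; 0% = ACh EC80 plus DMSO and 100% = DMSO alone without agonist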
# Target sequence (P11229 whole entry, looked up): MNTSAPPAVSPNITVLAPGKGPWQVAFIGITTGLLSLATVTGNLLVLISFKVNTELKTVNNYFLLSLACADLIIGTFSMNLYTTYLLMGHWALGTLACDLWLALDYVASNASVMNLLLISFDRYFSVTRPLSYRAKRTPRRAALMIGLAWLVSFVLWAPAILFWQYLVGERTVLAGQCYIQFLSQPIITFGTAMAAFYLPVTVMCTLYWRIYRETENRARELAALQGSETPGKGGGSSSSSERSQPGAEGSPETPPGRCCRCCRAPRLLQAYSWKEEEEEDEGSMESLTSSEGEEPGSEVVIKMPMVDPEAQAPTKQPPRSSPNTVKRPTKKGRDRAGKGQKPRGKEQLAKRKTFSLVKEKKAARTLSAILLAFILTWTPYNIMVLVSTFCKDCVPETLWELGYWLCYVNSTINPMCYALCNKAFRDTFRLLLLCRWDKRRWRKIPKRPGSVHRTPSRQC
# M1 ag: human M1 muscarinic receptor agonists, primary screen, Fluo-8 calcium fluorescence, CHO-K1 cells, HTS. CHO-K1 hM1, agonist mode; 0% DMSO, 100% acetylcholine EC100. activation, % at 3 µM. 360,000 tested, 0.33% active. AID 588814, 2011;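 active = activation above the run's mean compound activation plus 3 SD, cut at about 16% in these data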;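 also: peak over basal fluorescence ratio within a 140 s kinetic read after compound addition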
# TAAR1 antag: human TAAR1 antagonists, primary screen, Fluo-8 calcium fluorescence, CHO RD-HGA16 cells; antagonist; inhibition, % at 3 µM; 360,000 tested, 1.5% active;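 active = inhibition above a per-plate cutoff, the mean inhibition of test compounds on that plate plus 3 SD, cut at about 49% in these data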;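 also: 0% = DMSO plus EC80 beta-PEA response and 100% = DMSO alone without agonist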
#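 Test system: CHO RD-HGA16 cells bearing hTAAR1 | Reagent: β-PEA, EC80 | Compound dosing: 3 µM, single point | Schedule: Dye loading 75 min at 37 °C, then 30 min room temperature | Signal: Calcium fluorescence with Fluo-8 | Evaluation: Percent inhibition of PEA-evoked calcium signal, max/basal emission ratio | Control set: DMSO-only wells and EC80 β-PEA-stimulated wells | Repeats: Singlicate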
# CHO-K1 Ca antag: M1 antagonist counterscreen hit in parental CHO-K1 cells. ATP-induced calcium, Fluo-8 fluorescence. inhibition, % at 3 µM. 360,000 tested, 0.6% active. AID 602250;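 active = inhibition above a per-plate cutoff, the plate's mean sample inhibition plus 3 SD, cut at about 24% in these data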;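 also: 0% = DMSO plus EC80 ATP and 100% = DMSO alone without ATP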
# CHO-K1 Ca PAM: nonselective calcium activators in parental CHO-K1 cells, primary screen, counter-screen for M1 PAM project, cell-based, Fluo-8 calcium fluorescence, full deck, 1536-well; 360,000 tested, 0.02% active; activation, % at 3 µM; ATP EC20; 0% at ATP EC20, 100% at ATP max;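 active = activation above the run cutoff, the mean activation of all test compounds plus 3 SD, cut at about 40% in these data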;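 also: peak over basal fluorescence ratio in a 140 s read after ATP addition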
# CHRM1 PAM: human M1 muscarinic receptor positive allosteric modulators, primary screen, CHO-K1 cells, Fluo-8 calcium fluorescence, 1536-well. AID 588819, 2011. CHO-K1 hM1, ACh EC20; 0% = ACh EC20, 100% = maximal ACh. 360,000 tested, 0.088% active. Muscarinic acetylcholine receptor M1 (Homo sapiens), P11229. activation, % at 3 µM; in the data active = activation above about 19%, passing the limit was not always enough
# Active calls of the source: *; x = no result given.
No.	SMILES	CHO-K1 Ca ag	TAAR1 agonist	CHO parental Ca	CHRM1 antagonist	M1 ag	TAAR1 antag	CHO-K1 Ca antag	CHO-K1 Ca PAM	CHRM1 PAM
1	CCN(CC)S(=O)(=O)c1cc([N+](=O)[O-])ccc1NNC(=O)Nc1ccc(F)cc1	1.5	27	8	7	-1	13	4	-3	0
2	Oc1cccc(Nc2c3ccccc3nc3ccccc23)c1	3.2	-2	1	9	-9	9	-7	-9	-11
3	O=c1[nH]c(SCc2ccccc2Cl)nc2c1CCC2	0.8	7	-14	-3	-7	-8	4	9	2
4	Cc1cc(NC(=O)CCC(=O)N(c2ccccc2)C(C(=O)NC2CCCCC2)c2cccs2)no1 (stereo not drawn)	-0.3	11	-17	-5	-6	3	10	-1	5
5	CC(=O)N1CCSc2ccc(S(=O)(=O)NCCc3cccc(C)c3)cc21	13	27	-17	7	2	2	-5	-5	-10
6	O=C(Nc1ccccc1)c1ccsc1	1.0	-2	5	-17	-7	11	-9	16	9
7	COc1ccc(C(=O)OCc2cc3cccc(C)c3[nH]c2=O)cc1	0.5	0	-15	2	-3	-4	-7	9	-3
8	O=S(=O)(NCCc1cn2ccccc2n1)c1ccc(F)c(C(F)(F)F)c1	2.4	1	-4	-4	-1	-5	4	6	-1
9	C/C(=N/NS(=O)(=O)c1cc(C)ccc1C)c1c[nH]c2ccccc12	0.4	10	3	8	-3	31	-6	-9	-2
10	CN1CCN(C(=O)c2ccccc2NC(=O)c2cccc(Cl)c2)CC1	1.6	0	-6	-15	-2	-3	-12	10	9
11	O=C(O)c1ccccc1OCc1nc2ccccc2s1	-0.6	9	-23	-3	-1	-20	-10	-3	-1
12	O=C(COC(=O)c1cccs1)NCC1CCCCC1	5.5	1	-3	7	-5	11	4	16	-1
13	Cc1cccc(N(C(=O)Cn2nnc3ccccc32)C(C(=O)NCc2ccco2)c2ccncc2)c1C (stereo not drawn)	0.3	10	-24	-21	-4	2	-11	13	-1
14	Cc1cccn2c(=O)c3cc(C(=O)NCC(C)C)sc3nc12	3.9	1	-16	3	-3	-2	-8	-2	3
15	O=C(CSc1n[nH]c(-c2ccccn2)n1)Nc1cccc(Cl)c1	0.1	2	-18	-14	1	-2	8	8	14
16	CCC1C(C#N)=C(N)OC2=C1C(=O)CC(C)(C)C2 (stereo not drawn)	0.3	4	-3	-15	-3	1	-5	8	9
17	NS(=O)(=O)c1ccc(CNC(=S)NC(=O)c2ccco2)cc1	-0.2	2	8	-4	-3	6	2	-8	-1
18	CCOC(=O)[C@H]1[C@H]2COc3ccc(C)cc3[C@@H]2N2C(=O)[C@@H](C)NC(=O)[C@@]12C	0.3	5	0	-15	0	4	-5	-1	10
19	O=C1NC[C@@H](CCCCN2CCN(Cc3ccccc3)C(=O)C2=O)N(Cc2ccccc2)C1=O	0.6	4	x	x	x	2	-11	2	x
20	Cc1occc1C(=O)N/N=C/c1c[nH]c2ccccc12	0.9	x	-5	6	-4	x	-15	2	-1

# Some entries already given with just CHO-K1 Ca antag and M1 ag.
item | SMILES | CHO-K1 Ca antag | M1 ag
16 | CCC1C(C#N)=C(N)OC2=C1C(=O)CC(C)(C)C2 (stereo not drawn) | -5 | -3
6 | O=C(Nc1ccccc1)c1ccsc1 | -9 | -7

# New compounds follow
No.	SMILES	CHO-K1 Ca ag	TAAR1 agonist	CHO parental Ca	CHRM1 antagonist	M1 ag	TAAR1 antag	CHO-K1 Ca antag	CHO-K1 Ca PAM	CHRM1 PAM
21	Cn1c(NCc2ccccc2O)nc2ccccc21	0.1	4	-3	-2	-5	-7	6	4	1
22	COc1ccc(-n2c(N)c(C(=O)NCC3CCCO3)sc2=S)cc1 (stereo not drawn)	0.2	16	-6	-1	-3	4	3	12	8
23	C=C(C)COc1ccc(-c2nc(N)nc(C)c2Oc2ccccc2OC)c(O)c1	0.3	2	-9	6	-5	15	-12	14	-9
24	Cc1cccc(CN2CCN(C(=O)CCl)CC2)c1	0.6	1	-2	-8	-8	11	-6	19	11
25	COc1ccccc1NC(=S)NCCc1ccc(S(N)(=O)=O)cc1	0.4	3	2	-3	-2	-9	-7	6	5
26	COc1ccccc1-n1c(SCC(=O)NC(C)(C)C)nnc1-c1ccco1	-0.1	5	-15	-7	0	7	18	-7	6
27	COc1ccc2[nH]c(=O)c(CN(C(=O)c3ccncc3)C(C)(C)C)cc2c1	0.2	15	-17	0	-3	7	3	17	3
28	COc1ccc(COC(=O)C2CCN(S(=O)(=O)c3ccc(OC)c(OC)c3)CC2)cc1	5.3	2	-14	1	1	-4	6	-2	7
29	CCOC(=O)c1c(NC(=O)COc2ccc3ccc(=O)oc3c2)sc(C(=O)N(C)C)c1C	0.7	0	-9	-7	-3	-4	-5	15	7
30	COCCN(C(=O)CCC(=O)Nc1ccccn1)C(C(=O)NC(C)C)c1ccc(C)cc1 (stereo not drawn)	0.9	-1	-16	-9	0	-2	-21	10	19
31	CCN(Cc1ccncc1)C(=S)Nc1ccccc1	1.1	14	-8	-1	-6	-9	-3	12	3
32	COc1ccc(C(=O)c2sc(NC(C)C)nc2N)cc1OC	0.2	10	-31	-28	-4	-1	-20	19	8
33	CC(=O)c1ccc(S(=O)(=O)N(C)CC(=O)Nc2cccc(S(=O)(=O)N3CCCC3)c2)cc1	3.2	10	x	0	-5	22	-12	1	6
34	CCN(CC)S(=O)(=O)c1cccc(-c2nnc(SCc3nc4ccccc4s3)o2)c1	4.9	12	-5	28	1	31	9	6	-19
35	COc1cccc(NC(=O)Nc2cccc(C(=O)O)c2)c1	0.9	8	-6	1	-4	16	-7	14	-2
36	CCOC(=O)c1c(NC(=O)Nc2ccc(Cl)cc2)sc(C)c1C	0.3	2	-15	-23	-2	-2	-6	18	3
37	COc1ccc(F)c(-c2nc(CN3CCC(c4ccccc4)CC3)c(C)o2)c1	0.1	1	-6	-10	-6	11	-9	4	6
38	CCOC(=O)N1CCN(C(=O)c2ccc(OC)c(S(=O)(=O)N3CCOCC3)c2)CC1	0.1	4	-8	-8	-4	8	-8	8	11
39	CC1(c2cccc(Br)c2)NC(=O)N(CC(=O)NCCC2=CCCCC2)C1=O (stereo not drawn)	2.5	7	x	-4	2	-34	-1	8	6
40	CC(C)N(C(=O)Cn1c(-c2ccccc2Cl)nc2ccccc21)c1ccccc1	0.2	1	-17	-21	-5	10	-5	7	7

# Whole records from above.
# Record of `COc1ccc(COC(=O)C2CCN(S(=O)(=O)c3ccc(OC)c(OC)c3)CC2)cc1` = CHO-K1 Ca ag: 5.3; TAAR1 agonist: 2; CHO parental Ca: -14; CHRM1 antagonist: 1; M1 ag: 1; TAAR1 antag: -4; CHO-K1 Ca antag: 6; CHO-K1 Ca PAM: -2; CHRM1 PAM: 7
# Record of `COCCN(C(=O)CCC(=O)Nc1ccccn1)C(C(=O)NC(C)C)c1ccc(C)cc1` (stereo not drawn) = CHO-K1 Ca ag: 0.9; TAAR1 agonist: -1; CHO parental Ca: -16; CHRM1 antagonist: -9; M1 ag: 0; TAAR1 antag: -2; CHO-K1 Ca antag: -21; CHO-K1 Ca PAM: 10; CHRM1 PAM: 19

# The main list resumes; the two compounds before the break are reprinted first.
No.	SMILES	CHO-K1 Ca ag	TAAR1 agonist	CHO parental Ca	CHRM1 antagonist	M1 ag	TAAR1 antag	CHO-K1 Ca antag	CHO-K1 Ca PAM	CHRM1 PAM
39	CC1(c2cccc(Br)c2)NC(=O)N(CC(=O)NCCC2=CCCCC2)C1=O (stereo not drawn)	2.5	7	x	-4	2	-34	-1	8	6
40	CC(C)N(C(=O)Cn1c(-c2ccccc2Cl)nc2ccccc21)c1ccccc1	0.2	1	-17	-21	-5	10	-5	7	7
41	CCCc1c(OCCCOc2ccc(OCC(=O)O)cc2)ccc(C(C)=O)c1O	-0.4	-1	2	-19	-3	-3	-2	-4	0
42	OC1CCN(C(=S)Nc2ccc(Nc3ccccc3)cc2)CC1	0.8	3	8	1	-15	-8	-3	8	4
43	Cn1c(=O)c2c(SCc3cccnc3)nc(C3CC3)nc2n(C)c1=O	0.2	-1	1	-7	-12	-11	4	3	-3
44	CC(=O)Nc1ccc(S(=O)(=O)N2CCN(c3nc(NC4CCCC4)c4ccccc4n3)CC2)cc1	0.9	15	-1	1	-5	-6	-11	16	-3
45	CC(=O)Nc1ccc(-c2ccnc3c2CC(C)(C(=O)NCc2ccncc2)O3)cc1 (stereo not drawn)	0.0	4	x	-9	3	-9	11	-9	19
46	CCC1(c2ccccc2)NC(=O)N(CC(=O)N(C)CC(=O)Nc2cccc(OC)c2)C1=O (stereo not drawn)	-0.1	-1	1	-8	0	3	7	0	8
47	CC1CCN(CCOc2ccc(Cl)c(Cl)c2)CC1	1.9	5	-11	23	-11	-8	-13	25	-24
48	Cn1c(=O)c(=O)n(C)c2cc([N+](=O)[O-])c(N3CCOCC3)cc21	-0.2	-1	-5	-7	-2	0	7	-21	2
49	O=C(O)c1cc(-c2cc(C(=O)O)c3ccccc3n2)ccc1O	-0.1	4	x	0	7	-12	2	-15	14
50	O=C(OCc1cn([C@H]2C[C@H](c3ccc(Cl)cc3)N(Cc3cccs3)C[C@@H]2O)nn1)c1ccccc1	1.3	-1	x	0	-1	-4	-16	33	4
51	CC(=O)Nc1ccc(Nc2c3ccccc3nc3ccccc23)cc1	4.2	4	-6	-5	-10	-14	10	9	10
52	CCOC(=O)c1csc(NC(=O)CCSc2ccccc2)n1	11	18	-28	-13	4	0	-30	14	7
53	Cc1nc2[nH]onc2c2nccc(=O)c12	0.0	2	-4	-13	-2	8	-11	16	5
54	C#Cc1cccc(NC(=O)CSc2nnc(-c3ccc(C(F)(F)F)cn3)o2)c1	0.3	0	-10	-6	-2	8	2	-9	9
55	NS(=O)(=O)c1ccc(NCc2cc(Cl)ccc2OCc2ccc(F)cc2)cc1	0.5	-1	5	-3	-5	18	3	5	-4
56	CC(=O)c1ccc(OCc2cc(C(=O)N3CCC(c4ccncc4)CC3)no2)cc1	15*	6	6	14	1	2	19	-28	-11
